# Screening results: PubChem, several laboratories
# TPT1 inhibitor = Candida albicans TPT1 enzyme inhibitors, primary screen, biochemical, fluorescence polarization | inhibition, % at 5 µM | recombinant caTPT1, FP RNA substrate dephosphorylation | AID 1962, 2009 | 300,000 compounds, 0.81% hits | tRNA 2'-phosphotransferase TPT1 (Candida albicans SC5314);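 active means inhibition above the mean of all tested compounds plus 3 SD, set per screening campaign, cut at about 24% in these data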;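 further: plate controls were DMSO alone for no effect and ferristatin control at 100 nM for full effect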
# Yeast superoxide = reduction of superoxide in aged yeast, primary screen, HTS. superoxide response (% of plate mean), % at 10 µM. 330,000 compounds, 0.18% hits. S. cerevisiae aged cells, superoxide DHE fluorescence; hits give low values;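 active means superoxide response under a set limit, about three screen SD below normal, cut at about 65% in these data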;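 further: yeast aged for seven days with compound at 30 °C before DHE staining; 100% = average MFI of all compound-treated wells on the plate with controls excluded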
# CTSL1 counter = Fasciola hepatica cathepsin L1 inhibitors, primary screen, counter-screen for PFM18AAP inhibitor project, biochemical, QFRET, fluorogenic peptide substrate; recombinant F. hepatica cathepsin L1, Z-Leu-Arg-MCA fluorescence; inhibition, % at 5.96 µM; 300,000 compounds, 0.49% hits; AID 1906, 2009;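 active means inhibition above the mean of all tested compounds plus 3 SD, set per screening campaign, cut at about 17% in these data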;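 further: 0% = plate median of test compound wells and 100% = 1 µM Z-Phe-Ala-diazomethylketone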
# GASC-1 inh = inhibitors of GASC-1 histone demethylase, primary screen, biochemical, fluorescence, DELFIA europium; GST-JMJD2C(1-420) H3K9me3 demethylation; inhibition, % at 2.35 µM; 330,000 compounds, 0.069% hits; AID 2099, 2009;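 active means more than half of a compound's replicate wells show inhibition beyond 50%, single wells judged on their own value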;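 further: signal counts dimethyl H3K9 product captured on neutravidin plate; 0% = median of DMSO wells and 100% = 0.3 times that DMSO median; strong numbers were not always called active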
# EBNA-1 inhibitor = EBNA-1 DNA-binding inhibitors, primary screen, biochemical, fluorescence polarization | inhibition, % at 14.8 µM | 300,000 compounds, 0.34% hits; in the data active means inhibition above about 28%
# PP1 inh = PP1-alpha phosphatase inhibitors, primary screen, counter-screen for PP5 inhibitor project, biochemical, fluorescence, OMFP substrate, single point; Serine/threonine-protein phosphatase PP1-alpha catalytic subunit (Homo sapiens), P62136; purified PP1alpha; inhibition, % at 6.7 µM; 320,000 compounds, 0.9% hits;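 active means inhibition above the mean inhibition of all tested compounds plus 3 SD, computed separately for each screening campaign, cut at about 15% in these data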
# PP5 primary = PP5 phosphatase inhibitors, primary screen, biochemical, fluorescence | purified PP5c, OMFP substrate fluorescence | inhibition, % at 6.7 µM | 320,000 compounds, 0.18% hits | AID 1987, 2009;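 active means inhibition above the campaign's mean inhibition across all tested compounds plus 3 SD, cut at about 9.5% in these data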;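 further: 0% = DMSO only and 100% = 100 µM cantharidin control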
# Target sequence (P53041 whole entry, looked up): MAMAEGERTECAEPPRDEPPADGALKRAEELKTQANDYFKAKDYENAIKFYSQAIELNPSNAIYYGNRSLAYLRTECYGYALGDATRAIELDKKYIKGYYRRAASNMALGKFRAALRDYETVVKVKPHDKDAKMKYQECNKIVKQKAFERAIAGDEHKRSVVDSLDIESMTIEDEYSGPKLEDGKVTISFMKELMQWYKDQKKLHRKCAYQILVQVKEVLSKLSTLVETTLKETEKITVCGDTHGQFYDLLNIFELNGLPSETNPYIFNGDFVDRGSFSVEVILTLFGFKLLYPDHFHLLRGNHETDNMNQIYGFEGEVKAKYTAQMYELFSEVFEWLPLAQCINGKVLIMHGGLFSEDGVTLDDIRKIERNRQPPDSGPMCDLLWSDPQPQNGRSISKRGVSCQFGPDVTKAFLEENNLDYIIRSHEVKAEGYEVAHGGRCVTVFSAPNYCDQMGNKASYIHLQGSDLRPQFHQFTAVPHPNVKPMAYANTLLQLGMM
# HCV core dimer = inhibitors of HCV core protein dimerization, primary screen, biochemical, TR-FRET, high-throughput. inhibition, % at 5 µM. TR-FRET GST/Flag-core106 dimerization, 1536-well. 300,000 compounds, 0.33% hits;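 active means inhibition above the mean of all tested compounds plus 3 SD, set per screening campaign, cut at about 45% in these data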
#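 Assay system: Tagged HCV core106 pair (GST and Flag) | Buffer or medium: KF-containing HEPES buffer, pH 7.45, DTT, CHAPS, BSA | Also added: Eu donor and XL665 acceptor anti-tag antibodies | Dosing: One concentration, 5 µM, in 0.5% DMSO | Timing: 4 h at 22.5 °C | Technique: TR-FRET 671 and 617 nm emission | Repeats: Singlicate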
# ZTA counter = ZTA (EBV) inhibition in EBNA-1 counter-screen; AID 2234; ZTA-DNA binding, fluorescence polarization; P03206; 320,000 compounds, 0.15% hits; inhibition, % at 11 µM; in the data active means inhibition above about 33%
# Target sequence (P03206 whole entry, looked up): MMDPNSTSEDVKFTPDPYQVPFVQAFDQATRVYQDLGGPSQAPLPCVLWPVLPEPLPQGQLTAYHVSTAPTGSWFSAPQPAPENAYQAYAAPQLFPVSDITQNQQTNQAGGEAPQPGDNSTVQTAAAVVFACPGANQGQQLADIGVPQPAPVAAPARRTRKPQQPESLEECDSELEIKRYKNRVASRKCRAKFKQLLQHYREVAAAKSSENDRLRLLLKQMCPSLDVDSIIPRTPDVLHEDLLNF
# * = called active by the depositor; / = no result given. Rows are unselected. About 3.1% of those tested had a hit in this group.
SMILES,TPT1 inhibitor,Yeast superoxide,CTSL1 counter,GASC-1 inh,EBNA-1 inhibitor,PP1 inh,PP5 primary,HCV core dimer,ZTA counter
O=C(CN1CCN(C(=O)c2cncn2-c2ccc(F)cc2)CC1)Nc1ccccc1C(F)(F)F,/,88,/,-4,/,-6,0.3,/,10
O=S(=O)(c1ccc(F)cc1)N1CCN(Cc2cc3c(cc2Br)OCCO3)CC1,/,111,/,-5,/,4,5.3,/,-8
CN(c1ccc(OCC(=O)NC2=NCCS2)cc1)S(=O)(=O)c1ccc(F)cc1,5,97,-4,8,4,1,-0.7,1,3
O=C(CSc1nc(-c2ccccc2)cs1)NCCN1C(=O)CSC1=O,0,94,1,-13,-9,1,-1.8,2,-9
O=C(CSc1ncccn1)Nc1cc(Cl)ccc1[N+](=O)[O-],0,126,3,-3,2,-6,-5.5,0,-6
COC(=O)c1c(-c2ccc(OC)cc2)oc2ccc(-c3cc(OC)c(OC)c(OC)c3)cc12,-1,103,2,1,17,3,2.3,-3,7
C=CCNC(=O)CSc1nc2cc(C(=O)OCC)ccc2n1CC,-1,83,1,8,4,-6,2.6,0,9
CC(C)Cc1ccc(CN2CCCC(NC(=O)c3ccoc3)C2)cc1 (configuration not stated),-2,107,8,6,1,-2,3.0,-13,-13
O=C1NC(=Nc2ccccc2)S/C1=C/c1cccnc1,-1,91,-6,-6,-5,-2,-2.4,2,9
CCn1c(SCc2ccc(F)cc2)nnc1C1CCN(S(=O)(=O)c2ccc(OC)cc2)CC1,-3,91,4,-11,9,-9,1.9,-6,-5
CC(C)(C)c1ccc(C(=O)C=[N+]=[N-])cc1,-4,102,2,/,6,2,1.6,0,-11
Cc1cccc(CCNS(=O)(=O)c2ccc3c(c2)NC(=O)CS3)c1,1,100,-3,-2,-8,1,2.9,13,1
O=C(Cn1c(=O)oc2cc(S(=O)(=O)NCc3ccccc3)ccc21)N1CCCC1,2,93,6,10,-3,0,-2.0,-1,11
CCOc1cc(/C=N/NC(=O)CSc2nnc(C)s2)ccc1OCc1ccccc1Cl,2,114,0,4,5,2,4.3,16,-3
Cc1cccc(NC(=O)NC(C)C(c2ccccc2)N2CCN(C)CC2)c1 (configuration not stated),-3,87,2,11,0,-2,1.6,1,1
O=C(c1ccc(F)cc1)c1cnc(Nc2ccccc2)s1,2,97,4,4,-9,-3,-1.9,26,-1
O=C(/C=C/c1ccccc1Cl)NCc1ccco1,-2,86,1,25,7,-3,-1.1,-7,9
O=[N+]([O-])c1cc2c(cc1CN1CCN(c3ccccc3)CC1)OCO2,-2,100,2,3,-8,6,4.7,5,-12
CC(C)(C)n1nnnc1C(c1cc2cc3c(cc2[nH]c1=O)OCCO3)N1CCSCC1 (configuration not stated),4,105,-1,4,-8,-6,0.3,4,-6
CCCOc1ccc(/C(O)=C2/C(=O)C(=O)N(CCOC)C2c2cccnc2)cc1 (configuration not stated),5,101,1,3,-5,3,2.6,0,-1
CCOC(=O)Cc1csc(NC(=O)CSc2nnc(-c3ccc(C)cc3)o2)n1,0,103,1,0,-6,6,2.1,3,-12
Cc1ccc(C(=O)N/C(=C\c2ccc(F)cc2)C(=O)NCCN2CCOCC2)cc1,-1,98,-1,1,-6,-4,1.3,5,2
O=C(O)CCCN=CC1=C(O)C(C(=O)c2ccccc2)CCC1=O (configuration not stated),-3,109,-3,0,2,-4,0.2,3,-19
O=C(O)Cc1cc2c(s1)CCCCC2,2,90,-7,4,-8,-3,-2.6,-5,-6
Nc1ccccc1-c1nnc(-c2ccccc2N)n1N,-3,83,-1,2,-2,-2,1.4,3,-10
O=C(Cc1ccccc1)N/N=C/c1ccc(OC(=O)/C=C\c2ccco2)cc1,0,110,-1,-1,1,-1,3.8,1,-6
Nc1cc(OC(=O)c2ccccc2Br)nn1S(=O)(=O)c1ccccc1,-1,96,4,30,7,0,0.5,46,14
COCCCN1C(=O)c2ccccc2C1C(=O)NC1CCCCCC1 (configuration not stated),-7,104,-1,6,12,3,3.9,-3,-6
OC(CN1CCCCC1)Cn1c2ccc(Cl)cc2c2cc(Cl)ccc21 (configuration not stated),3,45*,-2,8,-7,-1,4.0,-6,4
COc1ccc(Cc2noc(-c3ccc([N+](=O)[O-])cc3)n2)cc1OC,-3,79,-2,-17,-8,-5,3.2,5,8
C=CCn1c(SCC(=O)NCC2CCCO2)nnc1-c1ccccc1 (configuration not stated),-2,108,0,1,3,0,0.8,3,-5
CCOC(=O)Cn1c(=NC(=O)c2cc(-c3cccs3)nc3ccccc23)sc2cc(S(N)(=O)=O)ccc21,19,98,9,-10,14,5,5.5,-10,12
Cn1nccc1NS(=O)(=O)c1ccc(NC(=O)C(F)(F)F)cc1,-1,101,-4,-21,-9,-2,0.5,0,-4
CCn1c(CSc2nc(C)cs2)nc2cc(S(=O)(=O)N(C)C)ccc21,2,113,0,20,1,-3,-0.1,7,17
O=C(c1cc2c(s1)CCCC2)n1cccn1,-2,123,12,-1,-2,1,-1.0,9,-7
CCn1c(SCC(=O)Nc2nc(-c3ccc(C)cc3)cs2)nnc1-c1ccccc1,-3,105,2,-6,2,8,1.5,1,-8
CC(=O)Nc1ccc(C(=O)N/N=C/c2ccncc2)cc1,-2,97,1,-13,-1,-3,0.2,-1,4
Cc1nc2cc(NC(=O)c3cccc(S(C)(=O)=O)c3)ccc2o1,1,116,-3,18,-10,-4,1.8,-15,-2
Nc1ccc(N)c(C(=O)O)c1,-8,102,-1,16,-2,-3,1.7,17,-2
CCc1cc2c(cc3c(=O)n(CC(=O)NCCCN(CC)CC)nc(CC)n32)s1,-6,100,-3,4,-6,-1,-0.4,-4,-2
COc1cc(OC)c(C(=S)N2CCCC2)cc1OC,0,92,9,6,-4,-2,0.7,4,-6
COc1cc(/C=N/NC(N)=S)ccc1OCc1ccc(C)cc1,-3,98,15,-7,-1,4,0.4,1,-8
O=C(O)/C=C/C(=O)c1ccc2c(c1)CCc1ccccc1-2,1,92,-3,-7,18,1,0.3,14,-3
Cc1onc(-c2c(F)cccc2Cl)c1C(=O)c1ccccc1O,5,101,4,3,-10,-4,1.1,0,-9
CCC(=O)c1ccc(OCC(O)Cn2nc(C)c(Br)c2C)cc1 (configuration not stated),3,102,2,-3,10,-2,-1.6,4,12
O=C(c1ccccc1[N+](=O)[O-])N1CC2C3C=CC(C3)C2C1 (configuration not stated),0,86,-3,-24,-7,-1,3.2,-3,20
C/C(=N\NC(=O)C1CC1c1ccccc1)c1ccc(C)s1 (configuration not stated),-4,98,2,13,6,3,-1.1,-4,8
C[C@@H]1CCC2[C@](C)(CO)[C@@H](O)CC[C@]2(C)[C@@]12CCC(CO)(CCO)O2 (some centres not stated),2,94,0,-1,-1,-2,0.6,-1,8
Cc1ccc(CCNC(=O)C2CCCN(S(=O)(=O)c3c(C)noc3C)C2)cc1 (configuration not stated),-2,91,0,3,2,-1,0.7,-3,-28
Cc1ccc2c(COC(=O)c3n[nH]c4ccccc34)cc(=O)oc2c1,-2,117,0,-5,4,-2,1.5,9,-2
CC1=NN(C(=O)COc2ccccc2C)C(O)(c2ccc(Cl)cc2)C1 (configuration not stated),-1,101,3,3,8,3,1.0,3,13
Cc1[nH][nH]c(=O)c1C(c1ccc([N+](=O)[O-])cc1)c1c(C)[nH][nH]c1=O,-3,104,-1,-10,9,-2,-0.8,2,2
CCCCOc1ccc(C(=O)NCC(=O)N(C)CC(=O)Nc2ccc(N3CCOCC3)cc2)cc1,0,103,-1,36,0,-5,0.7,-4,5
COc1ccc(CC(NC(C)=O)C(=O)NC2CCN(C(=O)C3CCCCC3)CC2)c(OC)c1 (configuration not stated),-2,99,0,-12,6,-1,-1.5,-13,-6
CC(C)c1ccc2c(c1)C(c1ccc(N3CCOCC3)cc1)=NNC(c1cccs1)=N2,9,96,-1,4,-9,1,3.0,16,-8
COc1ccc(S(=O)(=O)N2CCC(C(=O)N3CCc4ccccc4C3)CC2)cc1C,-4,97,-1,2,-3,4,2.9,2,-2
COc1ccc(N2C(=O)CC(N3CCC(C(N)=O)CC3)C2=O)cc1 (configuration not stated),-2,129,-6,-6,-6,3,-0.1,-3,3
C=CCSc1nnc(Cc2cc(=O)[nH]c(=O)[nH]2)n1-c1cc(C)ccc1C,-3,97,-2,-2,-4,-1,-0.5,-17,10
CCC(=NCc1ccccc1)c1c(C(F)(F)F)[nH]n(-c2nc3ccccc3s2)c1=O,0,117,0,0,-10,4,2.1,2,7
